# Screening results as filed in PubChem.
# Fh CTSL1 inh – blocks F. hepatica cathepsin L1 in PFM18AAP counter-screen; recombinant F. hepatica cathepsin L1, Z-Leu-Arg-MCA fluorescence; inhibition, % at 5.96 µM; 300,000 compounds, 0.49% hits;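 active = inhibition above the mean of all tested compounds plus 3 SD, set per screening campaign, cut at about 17% in these data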;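 also: 0% = plate median of test compound wells and 100% = 1 µM Z-Phe-Ala-diazomethylketone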
# EBNA-1 inhibitor – blocks EBNA-1 binding to DNA. 300,000 compounds, 0.34% hits. inhibition, % at 14.8 µM. EBNA-1 DNA binding, fluorescence polarization. AID 1950; in the data active = inhibition above about 28%
# Efflux pump inh – antifungal efflux pump inhibition, Nile Red retention. S. cerevisiae Candida pump triplex. inhibition, % at 10 µM. 330,000 compounds, 0.44% hits. AID 485275;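 active = plate passing quality check with inhibition over a set limit, or well fluorescence over plate mean plus 4 SD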;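 also: Nile Red retained in pooled yeast measured as flow cytometry median fluorescence; 0% = buffer negative control and 100% = Enniatin B positive control; higher means more Nile Red kept so more efflux inhibition; some compounds called inactive have numbers as strong as hits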
# PP5 inh – PP5 (human) phosphatase inhibition; P53041; purified PP5c, OMFP substrate fluorescence; inhibition, % at 6.7 µM; 320,000 compounds, 0.18% hits; AID 1987;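 active = inhibition above the campaign's mean inhibition across all tested compounds plus 3 SD, cut at about 9.5% in these data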;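 also: 0% = DMSO only and 100% = 100 µM cantharidin control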
# Target sequence (P53041 whole entry, looked up): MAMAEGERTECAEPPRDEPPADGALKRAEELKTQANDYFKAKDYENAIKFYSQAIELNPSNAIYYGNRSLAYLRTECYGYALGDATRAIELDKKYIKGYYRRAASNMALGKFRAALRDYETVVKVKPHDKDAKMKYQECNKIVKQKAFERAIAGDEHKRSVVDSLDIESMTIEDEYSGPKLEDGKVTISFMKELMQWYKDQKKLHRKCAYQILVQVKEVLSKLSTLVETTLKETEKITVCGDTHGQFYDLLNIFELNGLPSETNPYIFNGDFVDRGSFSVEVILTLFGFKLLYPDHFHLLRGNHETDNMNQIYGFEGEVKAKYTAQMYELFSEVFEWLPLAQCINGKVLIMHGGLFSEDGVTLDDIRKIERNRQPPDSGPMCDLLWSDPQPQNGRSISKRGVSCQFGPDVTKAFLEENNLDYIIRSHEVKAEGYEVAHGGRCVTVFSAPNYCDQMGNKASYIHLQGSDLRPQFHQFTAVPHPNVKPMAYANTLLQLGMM
# PREPL inhibitor – inhibitors of human prolyl oligopeptidase-like enzyme PREPL; inhibition, % at 5.96 µM; recombinant PREPL, fluorescence polarization activity-based probe; 320,000 compounds, 0.68% hits; in the data active = inhibition above about 43%;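 also: 0% = enzyme with DMSO and 100% = wells lacking enzyme; many of its hits are not listed in these tables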
# PP1 counter – blocks human PP1-alpha phosphatase, a PP5 counter-screen; P62136; purified PP1alpha, OMFP fluorescence; inhibition, % at 6.7 µM; 320,000 compounds, 0.9% hits;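 active = inhibition above the mean inhibition of all tested compounds plus 3 SD, computed separately for each screening campaign, cut at about 15% in these data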
# Target sequence (P62136 whole entry, looked up): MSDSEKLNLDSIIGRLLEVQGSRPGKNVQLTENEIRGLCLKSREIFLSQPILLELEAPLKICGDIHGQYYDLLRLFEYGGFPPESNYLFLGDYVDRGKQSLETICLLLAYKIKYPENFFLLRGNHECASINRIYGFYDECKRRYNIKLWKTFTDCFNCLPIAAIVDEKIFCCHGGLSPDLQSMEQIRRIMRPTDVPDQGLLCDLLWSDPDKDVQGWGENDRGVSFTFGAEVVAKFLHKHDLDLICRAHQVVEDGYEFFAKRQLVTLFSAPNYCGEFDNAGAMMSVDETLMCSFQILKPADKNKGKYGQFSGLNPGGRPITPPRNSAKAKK
# ZTA DNA inh – counter-screen for EBNA-1 inhibitors: inhibitors of Epstein-Barr virus ZTA. P03206. 320,000 compounds, 0.15% hits. inhibition, % at 11 µM. ZTA-DNA binding, fluorescence polarization. AID 2234; in the data active = inhibition above about 33%
# core dimer inh – blocks dimerization of HCV core protein; TR-FRET GST/Flag-core106 dimerization, 1536-well; inhibition, % at 5 µM; 300,000 compounds, 0.33% hits; AID 1899;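 active = inhibition above the mean of all tested compounds plus 3 SD, set per screening campaign, cut at about 45% in these data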
#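 Assay system: GST-tagged and Flag-tagged HCV core protein residues 1-106 / Times: compound-protein-antibody incubation 4 h at 22.5 °C / Signal: time-resolved FRET, ex 340 nm, em 617 and 671 nm / Evaluation: % inhibition based on acceptor/donor emission ratio / Benchmarks: wells lacking GST-core106 and wells with excess unlabelled core106 / Repeats: singlicate, one well per compound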
# TPT1 inhibitor – blocks Candida albicans tRNA 2'-phosphotransferase; recombinant caTPT1, FP RNA substrate dephosphorylation; 300,000 compounds, 0.81% hits; inhibition, % at 5 µM; AID 1962;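 active = inhibition above the mean of all tested compounds plus 3 SD, set per screening campaign, cut at about 24% in these data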;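 also: plate controls were DMSO alone for no effect and ferristatin control at 100 nM for full effect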
# * = called active by the depositor; / = no result given. Not all compounds are listed (hit frequency here may not be typical).
(1) NC(=O)N1CCCC1C(=O)Nc1ccc(Cl)c(Cl)c1 (centres undefined)
(2) COc1cc(/C=N/n2c(-c3n[nH]c4c3CCC4)n[nH]c2=S)ccc1O
(3) COc1ccc(S(=O)(=O)N2CCN(C)CC2)cc1Br
(4) CC(=O)NC(CC(=O)Nc1nc(-c2ccccc2)c(C(C)=O)s1)c1ccccc1 (centres undefined)
(5) C=C(C)CN1C(=O)C2(OCCO2)c2cc(Br)ccc21
(6) COc1ccccc1OC[C@H](O)CO
(7) Brc1ccc(-c2noc(-c3ccccc3)n2)o1
(8) Cc1nc(-c2cccc(NC(=O)c3ccc(-n4cccn4)cc3)c2)cs1
(9) O=S(=O)(/C=C/c1ccccc1)n1cnc2ccccc21
(10) CSc1ccccc1NC(=O)COC(=O)Cn1cc(C(F)(F)F)ccc1=O
Assay by compound,1,2,3,4,5,6,7,8,9,10
Fh CTSL1 inh,-9,1,0,3,1,6,-3,/,-1,/
EBNA-1 inhibitor,-5,-6,-2,6,-3,-10,-8,/,9,/
Efflux pump inh,0.2,-0.1,-0.1,0.0,0.0,0.2,-0.1,0.1,-0.2,0.1
PP5 inh,2.0,-0.6,0.3,0.5,1.4,-0.5,2.9,2.0,2.4,1.8
PREPL inhibitor,2,-9,-3,-7,0,12,-12,-6,-10,8
PP1 counter,-4,1,-1,0,-1,-3,-1,-3,5,0
ZTA DNA inh,13,-12,10,5,-12,-12,-9,-6,16,5
core dimer inh,-9,0,0,8,2,-9,-2,/,-2,/
TPT1 inhibitor,-1,1,-2,-1,-3,3,0,/,-1,/

(11) CC(C)(C)c1ccc(C2CC2C(=O)N/N=C\c2ccc[nH]2)cc1 (centres undefined)
(12) O=C(c1ccccc1)c1nc2ccccc2[nH]c1=O
(13) CCc1nc(N)c(C#N)c(-c2ccc(F)cc2)c1C
(14) CC(C)Sc1nc2ccccc2n1CC(=O)NCc1ccc2c(c1)OCO2
(15) COc1ccccc1NC(=O)CC1COc2ccccc2O1 (centres undefined)
(16) CC(OC(=O)Cn1cnc2c1c(=O)n(C)c(=O)n2C)C(=O)NC(C)c1ccc(Cl)cc1Cl (centres undefined)
(17) O=C(NCCCN1CCCC1=O)c1cc2nc(-c3ccco3)cc(C(F)(F)F)n2n1
(18) Cc1cc(C)c(C#N)c(SCC(=O)Nc2ccccc2)n1
(19) COc1ccc(/C=N/Nc2cc(C)nc(NS(=O)(=O)c3ccc(C)cc3)n2)cc1
(20) COc1ccc(C(C(=O)NCCC(C)C)N(CCN2CCOCC2)C(=O)Cn2nnc3ccccc32)c(OC)c1 (centres undefined)
Assay by compound,11,12,13,14,15,16,17,18,19,20
Fh CTSL1 inh,-2,2,-3,2,-1,-1,0,40*,3,-5
EBNA-1 inhibitor,-4,-7,-6,8,2,-3,2,1,-3,-12
Efflux pump inh,0.1,0.3,0.1,-0.1,0.0,-0.1,0.1,0.1,0.1,-0.1
PP5 inh,4.7,-1.6,0.4,-1.0,1.4,0.1,-0.5,1.2,1.7,2.2
PREPL inhibitor,7,-1,-2,3,2,17,2,14,5,13
PP1 counter,3,-3,-2,-1,-3,-4,1,0,2,0
ZTA DNA inh,-16,-10,-8,-14,4,0,-1,-22,-8,-20
core dimer inh,3,-1,3,-2,2,-10,12,0,8,-4
TPT1 inhibitor,3,1,-5,0,-4,1,2,-8,-4,0

(21) Cc1cccc(OCc2nnc(SCC(=O)N3CCCC3)o2)c1
(22) COC(=O)C1=C(C)OC(N)=C(C#N)C1c1cccnc1 (centres undefined)
(23) CCCc1cc(=O)[nH]c(SCC(=O)N2CCc3cc(OC)c(OC)cc3C2)n1
(24) O=C(Cc1coc2cc3c(cc12)CCC3)OCc1cc(=O)n2c(n1)sc1ccccc12
(25) O=C(COc1ccccc1/C=C\c1[nH]c(=O)[nH]c(=O)c1[N+](=O)[O-])Nc1ccccc1
(26) N/C(CSc1ncccc1C(F)(F)F)=N\O
(27) Cc1cc(C)c(NC(=O)Cn2c(=O)n(Cc3ccco3)c(=O)c3ccccc32)c(C)c1
(28) O=C(CSc1ccccc1)Nc1cc(Cl)ccc1Oc1ccccc1
(29) COc1ccccc1NC(=O)CCC(=O)OC(C)C(=O)c1ccccc1 (centres undefined)
(30) Cc1ccc(NS(=O)(=O)c2ccc3c(c2)n(C)c(=O)n3C)cc1
Assay by compound,21,22,23,24,25,26,27,28,29,30
Fh CTSL1 inh,-5,-2,/,-1,4,-2,0,0,-33,2
EBNA-1 inhibitor,-4,2,/,-16,-5,5,-3,-1,-22,-3
Efflux pump inh,-0.1,0.0,0.3,0.7,-0.2,-0.1,1.1*,-1.1,0.1,-0.1
PP5 inh,0.7,1.0,0.8,2.0,1.6,0.4,3.9,4.7,0.7,1.0
PREPL inhibitor,2,18,-4,-17,-7,6,1,5,14,10
PP1 counter,-2,7,-3,1,4,2,12,1,-3,-1
ZTA DNA inh,-15,5,16,9,48*,-7,1,-27,5,-10
core dimer inh,-13,-3,/,57*,32,-1,4,-8,-6,-2
TPT1 inhibitor,1,-10,/,10,0,1,-4,-3,-1,-1

(31) C=CCNC(=S)N1CCC(C(=O)c2ccc(F)cc2)CC1
(32) NC(=O)c1cc2ccccc2o/c1=N\NC(=O)c1ccco1
(33) CCOc1ccccc1NC(=O)N1CCCC1C(=O)NCc1cccs1 (centres undefined)
(34) Cc1cccc(OCCC(=O)Nc2ccc(F)c(Cl)c2)c1
(35) COC(=O)c1ccc(NC(=O)c2cn(-c3ccccc3)nc2-c2ccncc2)cc1
(36) Cc1cc(C)nc(NNC2=CC(=O)CC(C)(C)C2)n1
(37) CC(C)c1ccccc1NC(=O)c1ccc(CN(c2ccccc2)S(=O)(=O)c2ccccc2)cc1
(38) Cc1ccc(C(CNC(=O)c2ccco2)N2CCN(C)CC2)cc1 (centres undefined)
(39) O=C(C1CC1)N1CCN(c2ccc([N+](=O)[O-])cc2-n2cccc2)CC1
(40) Cn1cc(-c2nc3ccccc3[nH]2)c2ccccc21
Assay by compound,31,32,33,34,35,36,37,38,39,40
Fh CTSL1 inh,-2,2,-6,0,3,1,-4,1,0,6
EBNA-1 inhibitor,10,7,-1,10,17,7,8,-2,-5,2
Efflux pump inh,-0.1,-0.2,0.0,0.1,-0.1,0.2,-0.3,0.0,0.0,-0.1
PP5 inh,-1.5,-1.4,-5.6,4.2,4.2,0.8,4.2,-0.7,2.5,-0.4
PREPL inhibitor,-5,-2,2,-16,-16,13,0,5,20,26
PP1 counter,-1,-3,4,0,1,-7,5,-4,-4,-1
ZTA DNA inh,14,-3,-9,12,16,1,-15,11,-17,3
core dimer inh,0,0,-10,7,15,-7,20,0,2,-19
TPT1 inhibitor,-2,-4,0,-3,-5,0,-1,2,3,-1

(41) Cc1cc(OCC(=O)NNC(=O)c2cccc(F)c2)ccc1Cl
(42) CCOc1ccc(NC(=S)N2CCn3c(nc4ccccc43)C2)cc1
(43) N=C1C(c2nc3ccccc3s2)=C(O)CN1C1CCC(O)CC1 (centres undefined)
(44) CCOCCCNC(=O)CCc1ccc(S(=O)(=O)Nc2ccc(C)cc2)cc1
(45) O=C(Nc1ccc(Cl)c(Cl)c1)N1CCCCCC1
(46) O=C(NCCSCc1ccccc1)c1ccc(C2SCC(=O)N2Cc2ccccc2)cc1 (centres undefined)
(47) CCN(CC)S(=O)(=O)c1ccc(O)c(C(=O)OCC(=O)Nc2ccc(OC(F)(F)F)cc2)c1
(48) CC(=O)c1ccc(Nc2ccc(-c3ccccc3C)nn2)cc1
(49) Cc1cc(C(=O)OCC(=O)Nc2ccc(F)cc2[N+](=O)[O-])c2ccccc2n1
(50) CCn1c(SCc2nc(-c3ccc(Cl)cc3)no2)nnc1-c1ccco1
(51) N#CC(C#N)=Cc1c[nH]c(=O)c(C#N)c1Nc1ccccc1
Assay by compound,41,42,43,44,45,46,47,48,49,50,51
Fh CTSL1 inh,/,-4,7,-1,2,0,4,-1,-3,0,3
EBNA-1 inhibitor,/,-4,-4,-1,-8,5,-10,-12,2,4,18
Efflux pump inh,-0.1,-0.4,0.0,0.1,0.2,0.0,0.3,0.1,-0.1,0.1,-0.1
PP5 inh,-0.3,2.1,3.9,1.5,-3.7,2.9,-1.2,3.7,1.0,-3.8,0.1
PREPL inhibitor,-2,1,27,-3,-2,5,14,9,-3,-7,3
PP1 counter,0,-1,-3,1,2,10,3,5,-1,1,2
ZTA DNA inh,10,-15,-9,9,-10,7,1,-15,-11,-12,-1
core dimer inh,/,-12,-4,-2,-3,10,2,12,15,10,-1
TPT1 inhibitor,/,-3,8,5,1,2,1,4,-2,-5,-2

# 11 structures from above, ordered by count of non-hydrogen atoms, highest first:
(37) CC(C)c1ccccc1NC(=O)c1ccc(CN(c2ccccc2)S(=O)(=O)c2ccccc2)cc1
(47) CCN(CC)S(=O)(=O)c1ccc(O)c(C(=O)OCC(=O)Nc2ccc(OC(F)(F)F)cc2)c1
(46) O=C(NCCSCc1ccccc1)c1ccc(C2SCC(=O)N2Cc2ccccc2)cc1 (centres undefined)
(49) Cc1cc(C(=O)OCC(=O)Nc2ccc(F)cc2[N+](=O)[O-])c2ccccc2n1
(50) CCn1c(SCc2nc(-c3ccc(Cl)cc3)no2)nnc1-c1ccco1
(42) CCOc1ccc(NC(=S)N2CCn3c(nc4ccccc43)C2)cc1
(38) Cc1ccc(C(CNC(=O)c2ccco2)N2CCN(C)CC2)cc1 (centres undefined)
(41) Cc1cc(OCC(=O)NNC(=O)c2cccc(F)c2)ccc1Cl
(51) N#CC(C#N)=Cc1c[nH]c(=O)c(C#N)c1Nc1ccccc1
(40) Cn1cc(-c2nc3ccccc3[nH]2)c2ccccc21
(45) O=C(Nc1ccc(Cl)c(Cl)c1)N1CCCCCC1
Assay by compound,37,47,46,49,50,42,38,41,51,40,45
Fh CTSL1 inh,-4,4,0,-3,0,-4,1,/,3,6,2
EBNA-1 inhibitor,8,-10,5,2,4,-4,-2,/,18,2,-8
Efflux pump inh,-0.3,0.3,0.0,-0.1,0.1,-0.4,0.0,-0.1,-0.1,-0.1,0.2
PP5 inh,4.2,-1.2,2.9,1.0,-3.8,2.1,-0.7,-0.3,0.1,-0.4,-3.7
PREPL inhibitor,0,14,5,-3,-7,1,5,-2,3,26,-2
PP1 counter,5,3,10,-1,1,-1,-4,0,2,-1,2
ZTA DNA inh,-15,1,7,-11,-12,-15,11,10,-1,3,-10
core dimer inh,20,2,10,15,10,-12,0,/,-1,-19,-3
TPT1 inhibitor,-1,1,2,-2,-5,-3,2,/,-2,-1,1
